Bioassay records as filed in PubChem.
FXN GAA850 act: FXN promoter activators, primary screen, cell-based, luciferase luminescence, HEK293 lucGAA850; HEK293 lucGAA850 FXN promoter luciferase reporter, 24 h; percent of 10 µM SAHA response; activation, % at 6 µM; 0.56% of 360,000 active;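 active = activation above the average of all compounds screened plus 3 SD, cutoff fixed separately per campaign, cut at about 7.5% in these data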;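 also: 0% = DMSO wells and 100% = 10 µM SAHA wells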
HGIII-sPLA2 inh: human group III sPLA2 inhibitors, primary screen, biochemical, QFRET, BODIPY PC-A2 liposome substrate | QFRET BODIPY PC-A2 liposome hydrolysis, fluorescence | inhibition, % at 12.2 µM | 0.56% of 370,000 active | AID 743126, 2013;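 active = inhibition above mean plus 3 SD of compounds lying within the high and low control bounds, cut at about 19% in these data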;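 also: 0% = median of test compound wells and 100% = no enzyme DMSO wells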
SMARCA2 activ: SMARCA2 (BRM) function activators, primary screen, cell-based, luminescence, high throughput | MG213 cells, MMTV-luciferase reporter, dexamethasone, overnight | activation, % at 9.1 µM | 1% of 370,000 active; in the data active = activation above about 7.8%;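 also: 0% = vehicle wells and 100% = reference activator wells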
DAX1 inh-1: DAX1 (NR0B1) inhibitors, primary screen, cell-based, HEK293, Gal4-DAX1, luciferase luminescence; HEK293 Gal4-DAX1 luciferase reporter; inhibition, % at 6.75 µM; 0.99% of 340,000 active; AID 504766, 2011;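 active = inhibition above the mean over all tested compounds plus 3 SD, cut at about 4.2% in these data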;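 also: 0% = DAX1-transfected cells with DMSO and 100% = empty-vector control cells with DMSO; inhibition shows as a rise in luminescence from relieved DAX1 repression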
Target sequence (P51843 207-470 limits assumed): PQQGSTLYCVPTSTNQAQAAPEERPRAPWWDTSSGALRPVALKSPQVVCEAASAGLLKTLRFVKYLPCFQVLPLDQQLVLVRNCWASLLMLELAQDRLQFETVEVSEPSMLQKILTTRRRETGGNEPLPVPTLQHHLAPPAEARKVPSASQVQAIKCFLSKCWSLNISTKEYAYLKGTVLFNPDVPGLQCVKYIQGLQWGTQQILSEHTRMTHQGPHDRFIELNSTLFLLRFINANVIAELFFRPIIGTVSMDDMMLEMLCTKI
DAX1 inh-2: DAX1 (NR0B1) inhibitors on StAR promoter, primary screen, cell-based, luminescence, SF-1 (NR5A1), full-length DAX-1; inhibition, % at 6.8 µM; HEK293T StAR-luciferase reporter, SF-1/DAX-1 repression relief; AID 652010, 2013; 1.1% of 370,000 active;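 active = inhibition above the mean over all tested compounds plus 3 SD, cut at about 3.6% in these data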;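 also: 0% = DAX-1 cells with DMSO and 100% = cells lacking DAX-1 with DMSO; higher inhibition means more luminescence from relief of DAX-1 repression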
hcDAF-12 act: H. contortus DAF-12 nuclear receptor activators, primary screen, cell-based, luminescence, HEK293, lit1-tk-luc reporter; HEK293 hcDAF-12 lit1-tk-luc reporter; 0% DMSO, 100% Δ7-dafachronic acid; activation, % at 6.8 µM; 1.4% of 370,000 active; AID 652067, 2013;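 active = activation above the mean of all tested compounds plus 3 SD, cut at about 5.5% in these data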;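 also: 100% = response to 3 µM Δ7-dafachronic acid high control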
NPR1 activator: GC-A stimulated cGMP production enhancers – HEK293 GC-A cells, cGMP TR-FRET, EC30 ANP, primary screen; Atrial natriuretic peptide receptor 1 (Homo sapiens), P16066; 0% at EC30 ANP, 100% saturating ANP; activation, % at 10 µM; 0.14% of 370,000 active; AID 1671463, 2021; in the data active = activation above about 40%
GC-B act: human GC-B receptor activators, primary screen, HEK293 GC-B cells, cGMP TR-FRET, EC30 CNP; activation, % at 10 µM; 0.11% of 370,000 active; Atrial natriuretic peptide receptor 2 (Homo sapiens), P20594; AID 1920062, 2024; 0% at EC30 CNP, 100% saturating CNP;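 active = activation at 10 µM reaching about 35% in either raw or pattern-adjusted values, limit read from the data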
ssDAF-12 act: S. stercoralis DAF-12 nuclear receptor activators, primary screen, cell-based, luminescence, HEK293, GRIP1 co-expression, lit1-tk-luc. Nuclear hormone receptor DAF-12 (Strongyloides stercoralis). HEK293 ssDAF-12/GRIP1 lit1-tk-luc reporter; % of 3 µM dafachronic acid response. activation, % at 6.8 µM. 1% of 370,000 active;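 active = activation above the mean over all tested compounds plus 3 SD, cut at about 0.9% in these data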;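 also: 0% = DMSO-only wells and 100% = 3 µM delta7-dafachronic acid wells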
ADAM10 inh: human ADAM10 inhibitors, primary screen, biochemical, QFRET, HTS | Disintegrin and metalloproteinase domain-containing protein 10 (Homo sapiens), O14672 | recombinant ADAM10, EDANS/DABCYL FRET peptide cleavage, 3 h | inhibition, % at 7 µM | 0.62% of 370,000 active | AID 720582, 2013;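 active = inhibition above a per-campaign cutoff equal to the mean of compounds falling between control-based bounds plus 3 SD, cut at about 20% in these data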;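 also: 0% = DMSO wells while the 100% control is not disclosed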
Target sequence (O14672 214-748 limits assumed): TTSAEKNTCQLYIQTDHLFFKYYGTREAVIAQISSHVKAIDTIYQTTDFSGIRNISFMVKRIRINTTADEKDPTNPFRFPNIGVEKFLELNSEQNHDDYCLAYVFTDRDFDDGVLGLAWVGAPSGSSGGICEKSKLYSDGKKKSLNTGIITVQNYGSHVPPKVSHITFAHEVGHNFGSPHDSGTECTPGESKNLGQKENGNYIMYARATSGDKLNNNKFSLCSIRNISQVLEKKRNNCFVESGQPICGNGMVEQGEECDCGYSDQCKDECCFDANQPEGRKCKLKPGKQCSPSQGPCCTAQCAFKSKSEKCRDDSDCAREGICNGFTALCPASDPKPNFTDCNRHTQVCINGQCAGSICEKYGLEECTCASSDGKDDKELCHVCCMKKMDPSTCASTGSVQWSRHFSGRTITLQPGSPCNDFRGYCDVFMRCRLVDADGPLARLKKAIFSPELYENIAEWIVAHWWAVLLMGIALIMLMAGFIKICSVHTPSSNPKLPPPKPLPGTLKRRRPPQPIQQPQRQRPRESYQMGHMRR
hgDAF-12 ag: H. glycines DAF-12 receptor agonists, primary screen, cell-based, luminescence, HEK293, GAL4 fusion, UAS-luciferase. HEK293 GAL4-hgDAF12 UAS-luciferase reporter, agonist luminescence; normalized to butyrate control. activation, % at 6.8 µM. 1.8% of 370,000 active;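 active = activation above a cutoff set at the mean of all screened compounds plus 3 SD, cut at about 10% in these data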;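 also: 0% = DMSO wells and 100% = sodium butyrate wells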
The depositor's hits bear a star; x = not tested or not shown. Compounds as they come (roughly 6.6% active in at least one column).

SMILES	FXN GAA850 act	HGIII-sPLA2 inh	SMARCA2 activ	DAX1 inh-1	DAX1 inh-2	hcDAF-12 act	NPR1 activator	GC-B act	ssDAF-12 act	ADAM10 inh	hgDAF-12 ag
O=C1N(Cc2cccc(Cl)c2)C[C@@H]2C[C@@H](c3ccccn3)N3CCC[C@@]123	-0.8	2	0	-0.1	-0.3	1.1	-7	-5	-1.1	3	0.5
O=C(NNC(=O)c1cc(C(F)(F)F)cc(C(F)(F)F)c1)c1ccc(Cl)cc1	2.5	-27	-1	x	-0.5	-0.3	-2	3	-1.7	-11	-0.4
C=CCn1c(SCC(=O)Nc2nc3ccccc3s2)nc(O)c(CC)c1=O	1.7	-6	3	1.7	-0.8	1.4	-2	-2	-1.1	5	-3.1
CCN1CCN(C(c2cccs2)C(C)NC(=O)c2ccccc2)CC1 (stereo unspecified)	1.5	1	0	0.0	-0.4	-0.1	1	1	-1.2	-14	-1.6
O=C(CC1CCCC1)N[C@H](C(=O)N1CCC[C@H]1C(=O)NC1CCCC1)c1ccccc1	x	-4	-3	x	-0.1	-2.0	1	2	-1.5	-1	-1.3
O=c1oc(/C=C/c2ccco2)nc2sc3c(c12)CCC3	1.3	-3	2	-0.4	0.0	0.1	-8	-7	-0.5	-5	-1.7
CCOC(=O)CC[C@H](NC(=O)Cn1cc(C)c(=O)[nH]c1=O)C(=O)OCC	-1.6	6	-3	-0.3	0.6	-0.7	3	0	-0.8	-3	1.0
COc1ccc(C(=O)OCCCN(C)C2CN(Cc3cn(Cc4ccc([N+](=O)[O-])cc4)nn3)S(=O)(=O)C2)cc1OC (stereo unspecified)	x	8	-4	x	-3.5	-0.6	3	2	-1.4	-9	-3.1
CC(C)CNS(=O)(=O)c1ccc(CCC(=O)NC2CCCC2)cc1	-0.4	1	0	-1.4	-0.6	-0.1	2	4	-1.6	0	-4.1
Cc1ccc(C(=O)NNC(=O)OC(C)(C)C)c(Cl)c1	-1.4	12	1	1.9	0.7	-1.7	-2	-2	-1.1	-5	2.6
Cc1occc1-c1nnc(SCC(=O)NCCc2ccccc2)n1C(C)c1ccccc1 (stereo unspecified)	-2.0	-6	-1	0.9	-0.3	-0.7	-19	-10	-1.2	-3	-2.0
NC(COCc1ccccc1)c1csc(NC(=O)Nc2cccc(Cl)c2)n1 (stereo unspecified)	1.3	7	-3	x	-0.6	-0.8	-1	-1	-1.1	4	3.4
O=C(NCc1ccccc1)N(Cc1nc2ccccc2c(=O)[nH]1)C1CCCC1	2.0	-5	1	1.9	1.5	-2.1	-5	1	-1.6	-213	-0.3
COc1cc(C(=O)N[C@@H](C)C(=O)N2CCC3(CC2)NCCc2[nH]cnc23)cc(OC)c1OC	1.9	2	1	0.2	1.3	-0.8	-5	8	-1.0	-4	3.0
COc1ccc(/C=N/NC(=O)CC(=O)NCc2cccnc2)c(OC)c1	0.4	16	0	-0.2	-0.9	2.6	3	-2	-1.8	-6	1.1
COc1cc(OC)cc(C(=O)NCC2CCCN(C(=O)c3oc(C)cc3C)C2)c1 (stereo unspecified)	-1.3	5	-3	0.1	-0.9	-0.8	0	2	-1.4	2	-0.6
COc1cc(NC(=O)CN(C)S(=O)(=O)c2ccc(-c3ccc(=O)[nH]n3)s2)cc(OC)c1	2.8	-25	0	-0.2	-2.5	-0.6	-1	-9	-1.4	6	0.9
Cc1cccn2c(/C=N/OCc3cccc(F)c3)c(-c3ccc(Cl)cc3)nc12	0.9	-2	1	-0.5	0.1	4.4	4	4	-0.3	-13	1.7
CC(C)(C)c1nnc2sc(SCCN3C(=O)c4ccccc4C3=O)nn2c1=O	-0.3	6	-3	0.2	1.0	-1.7	0	-6	-0.9	-10	3.8
CC1(C)CC(=O)C=C(/C=C/c2ccccc2)C1	2.8	-2	2	0.5	0.1	-1.1	1	0	-1.2	2	0.7
COc1ccc(C)cc1NC(=O)CSc1cccc[n+]1[O-]	0.5	0	-1	-0.4	1.3	-0.9	1	-1	-0.4	-9	-0.4
CCOC(=O)c1cccnc1SCC(=O)NC(C)CC (stereo unspecified)	-1.2	2	-3	0.0	-0.5	-2.2	7	-2	-1.4	0	-1.9
C#CCOCCOCCOCCNc1nc(N2CCN(C(=O)[C@H]([C@@H](C)CC)n3cc([C@@H](N)CO)nn3)CC2)nc(N2CCN(C(=O)[C@H](CCCCN)n3cc([C@@H](N)CC(C)C)nn3)CC2)n1	x	5	0	x	-0.3	-1.8	2	5	-0.8	-2	-0.3
FC(F)(F)c1cccc(Cn2nnnc2-c2cccc(C(F)(F)F)c2)c1	-0.1	-3	0	0.4	-0.7	-1.6	-14	1	-2.0	7	-2.9
CCN(CC)S(=O)(=O)c1ccc(N2CCCC2)c(NS(=O)(=O)c2ccc(OC)cc2)c1	0.6	-5	-1	-0.3	-0.5	-2.4	-2	-1	-1.2	4	2.0
Cc1ccc(S[C@@H](CCN2CC[C@H](NC(=O)OCc3ccccc3)CCC2=O)c2ccccc2)cc1	-0.1	-18	-1	-1.0	-0.2	-1.8	1	5	-1.1	12	-2.7
COc1ccc(C(=O)N2CCCCCC2)cc1S(=O)(=O)N1CCOCC1	0.5	2	-2	0.5	0.0	1.9	3	4	-1.0	1	-1.7
Cc1ccc(OCC(=O)N2CCN(C(=O)c3ccco3)CC2)cc1	-2.3	-1	-1	0.3	-0.7	0.0	3	-1	-1.6	-5	0.8
Cc1cc(=O)oc(C)c1C(=O)NCC1CCCO1 (stereo unspecified)	-0.9	-1	1	0.9	0.4	-1.8	-1	6	-0.9	2	-0.8
CCOC(=O)C1=CN(Cc2cccc(-c3cccnc3)c2)S(=O)(=O)N(C)C1C (stereo unspecified)	-0.4	1	-2	-1.5	-2.0	-2.5	-1	-4	-1.1	-12	-0.1
Cc1cc(NC(=O)CCC2COc3ccccc3O2)no1 (stereo unspecified)	0.7	-2	1	0.9	0.5	0.5	1	-3	-1.4	-3	1.0
COc1ccc(CCN2CC(C(=O)N3CCN(C(C)=O)CC3)CCC2=O)cc1 (stereo unspecified)	-0.8	1	3	-0.1	0.5	-0.6	-1	1	-0.2	6	-0.1
Cc1ccc(S(=O)(=O)NCC(=O)NCCc2c[nH]c3ccccc23)cc1C	1.6	-77	1	-0.2	-1.3	0.9	-2	0	-0.1	-1	2.9
COC(=O)C1=C(C)N(Cc2cccc(C(F)(F)F)c2)C(=NCc2ccccc2C(F)(F)F)NC1c1ccc(Cl)cc1 (stereo unspecified)	x	0	-6	x	-0.7	-1.9	-5	-4	-0.8	2	2.2
CCOC(=O)C1=C(CSc2n[nH]c(N)n2)NC(=O)NC1C (stereo unspecified)	1.7	-4	0	-0.3	-0.6	0.4	4	-1	-1.6	1	-1.0
O=C(CCC(=O)N(CC(=O)NC1CCCC1)C1CCCCC1)Nc1ccccn1	-0.2	-4	-2	2.6	-0.4	-0.3	-1	5	-1.1	-4	-1.8
CC[C@]12c3[nH]c4ccc(OC)cc4c3CCN1C(=O)C(CC(=O)NCC13CC4CC(CC(C4)C1)C3)C[C@@H]2C(=O)N1CCN(C(=O)C2CC2)CC1 (stereo partly specified)	15*	-14	-7	-0.2	-0.6	-2.1	-3	4	-0.5	8	-3.2
O=C(NCc1ccco1)c1ccccc1-c1nc(-c2ccc(F)cc2)no1	-0.3	0	-2	-1.1	-0.6	-1.3	-4	-1	-1.1	-7	1.1
CC(C)(O)C#Cc1ccc(C(=O)N2CCN(C(=O)c3ccco3)CC2)cc1	-0.9	4	-1	-0.2	-0.6	0.7	0	1	-0.5	-19	-0.6
Cc1cc(C(=O)OCC(=O)N2CC(=O)Nc3ccccc32)c(C)n1-c1ccc(F)cc1	-4.6	-10	-2	-1.4	0.0	-2.0	-3	-1	-1.1	3	1.4

The closing 5 compounds of the part before lead into the next.
SMILES	FXN GAA850 act	HGIII-sPLA2 inh	SMARCA2 activ	DAX1 inh-1	DAX1 inh-2	hcDAF-12 act	NPR1 activator	GC-B act	ssDAF-12 act	ADAM10 inh	hgDAF-12 ag
O=C(CCC(=O)N(CC(=O)NC1CCCC1)C1CCCCC1)Nc1ccccn1	-0.2	-4	-2	2.6	-0.4	-0.3	-1	5	-1.1	-4	-1.8
CC[C@]12c3[nH]c4ccc(OC)cc4c3CCN1C(=O)C(CC(=O)NCC13CC4CC(CC(C4)C1)C3)C[C@@H]2C(=O)N1CCN(C(=O)C2CC2)CC1 (stereo partly specified)	15*	-14	-7	-0.2	-0.6	-2.1	-3	4	-0.5	8	-3.2
O=C(NCc1ccco1)c1ccccc1-c1nc(-c2ccc(F)cc2)no1	-0.3	0	-2	-1.1	-0.6	-1.3	-4	-1	-1.1	-7	1.1
CC(C)(O)C#Cc1ccc(C(=O)N2CCN(C(=O)c3ccco3)CC2)cc1	-0.9	4	-1	-0.2	-0.6	0.7	0	1	-0.5	-19	-0.6
Cc1cc(C(=O)OCC(=O)N2CC(=O)Nc3ccccc32)c(C)n1-c1ccc(F)cc1	-4.6	-10	-2	-1.4	0.0	-2.0	-3	-1	-1.1	3	1.4
NCCCC[C@@H](C(=O)NCCCCCCCCCCC(=O)N1CCNCC1)n1cc(CCO)nn1	0.8	2	3	0.9	0.5	-0.2	1	1	-1.6	9	0.6
CC(CO)NCC12CC3CC(CC(C3)C1)C2 (stereo unspecified)	-0.4	0	-2	0.2	0.8	-0.4	x	x	-1.3	-2	1.2
CN1CCN(S(=O)(=O)c2ccc3c(c2)NC(=O)C2CCCN32)CC1 (stereo unspecified)	-3.0	-1	-1	0.3	0.9	-2.1	-1	4	-1.5	-16	1.3
Cc1sc2nc(CSc3n[nH]c(N)n3)[nH]c(=O)c2c1C	0.4	2	-1	x	-0.3	-1.8	1	0	-1.5	2	-1.1

Entries from the list above with a tert-butyl group, in the order listed:
SMILES	FXN GAA850 act	HGIII-sPLA2 inh	SMARCA2 activ	DAX1 inh-1	DAX1 inh-2	hcDAF-12 act	NPR1 activator	GC-B act	ssDAF-12 act	ADAM10 inh	hgDAF-12 ag
Cc1ccc(C(=O)NNC(=O)OC(C)(C)C)c(Cl)c1	-1.4	12	1	1.9	0.7	-1.7	-2	-2	-1.1	-5	2.6
CC(C)(C)c1nnc2sc(SCCN3C(=O)c4ccccc4C3=O)nn2c1=O	-0.3	6	-3	0.2	1.0	-1.7	0	-6	-0.9	-10	3.8
